HT1080NT lethal = qHTS for induction of synthetic lethality in tumor cells producing 2HG: qHTS for the HT-1080-NT fibrosarcoma cell line | HT-1080-NT fibrosarcoma viability, CellTiter-Glo ATP luminescence, 48 h | Potency, µM (series often up to 46.1 µM), inactives show at the highest dose activity, negative = less viability, most hits filed as cytotoxic | 360,000 tested, 1.6% active;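 also: NT is the 2HG producing partner of a matched IDH1 knockdown line; potency is read from the fitted curve at half-maximal effect; 0% = DMSO-treated cells and -100% = media-only wells without cells; nearly all actives have a fitted effect of over 55% in size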
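Compounds were tested in concentration-response format on HT-1080-NT cells for 48 hours at 37 degrees C. Cell viability came from CellTiter-Glo luminescence; curves were classified by r2, response magnitude and activity.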
S2 tox = Viability Counterscreen for Primary qHTS for Inhibitors of ATXN expression; S2 cells (HEK-293 line with an ATXN2-luciferase reporter) viability, CellTiter-Fluor protease fluorescence, 24 h; Potency, µM (highest dose often 56.7 µM), most hits filed as cytotoxic; 400,000 tested, 0.49% active; AID 651635, 2014; also: potency is read from the fitted curve at half-maximal effect; nearly all actives have a fitted effect of over 40% in size
IL1B secr inh = qHTS for Inhibitors of Inflammasome Signaling: IL-1-beta AlphaLISA Primary Screen; activity change, % at 57.5 µM; AID 743279, 2014; THP-1 LPS/ATP IL-1B secretion, AlphaLISA, 16 h; hits give low values; 360,000 tested, 4.7% active; in the data active = activity change below about -50%; inconclusive = mostly about -30% to -49%; also: % is scaled to controls: 0 for no effect and ±100 for the full control effect
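Secreted IL-1B measured by AlphaLISA bead assay after 16 h compound exposure of THP-1 cells; compounds (final up to 57.5 uM) added 1 h before LPS (250 ng/mL) and ATP (1.25 mM) stimulation; lower signal means less secretion.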
KB-3-1 cytotox = qHTS assay for MDR1-selective chemotherapeutics: Primary screen using the parental adenocarcinoma cell KB-3-1; Potency, µM (series often up to 46.1 µM), for inactives: at the highest dose activity change, negative = cytotoxic, actives largely listed as cytotoxic; KB-3-1 viability, CellTiter-Glo ATP luminescence, 72 h; 400,000 tested, 1.4% active; also: potency is read from the fitted curve at half-maximal effect; % is scaled to controls: 0 for no effect and ±100 for the full control effect; nearly all actives have a fitted effect of over 60% in size
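Using CellTiter-Glo luminescence, growth of non-resistant KB-3-1 adenocarcinoma cells is assessed 72 h after pin-tool compound addition at 37 °C. Normalized responses across the concentration series yield fitted curves.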
SW480 rerep = A quantitative high throughput screen for small molecules that induce DNA re-replication in SW480 colon adenocarcinoma cells; SW480 DNA re-replication, Hoechst DNA content imaging, 48 h; Potency, µM (top dose mostly 46.1 µM), for the others: at the highest dose re-replication activation, actives largely listed as activators; 340,000 tested, 1.8% active; AID 624297, 2012; also: potency is read from the fitted curve at half-maximal effect; % of control where 0% means no effect; nearly all actives have a fitted effect of over 55% in size
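SW480 cells exposed to compounds for 48 hr at 37 C, 5% CO2, then Hoechst-stained 40 min. Nuclear DNA content imaged by fluorescence scanning (405 nm excitation, 500-530 nm emission); re-replication scored as increased high-intensity nuclei.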
MCF10A rerep = A quantitative high throughput screen for small molecules that induce DNA re-replication in MCF 10a normal breast cells; MCF 10A DNA re-replication, Hoechst nuclear intensity, 48 h; Potency, µM (highest dose often 46.1 µM), without a hit: at the top dose activity, positive = re-replication, most hits filed as activators; 350,000 tested, 2.9% active; also: potency is read from the fitted curve at half-maximal effect; % of control where 0% means no effect; nearly all actives have a fitted effect of over 50% in size
HT1080 IDH1KD tx = qHTS for induction of synthetic lethality in tumor cells producing 2HG: qHTS for the HT-1080-IDH1KD cell line; Potency, µM (doses to about 46.1 µM), for inactives: at the top dose activity, negative = toxicity, actives largely listed as cytotoxic; HT-1080 IDH1 knockdown viability, ATP luminescence, 48 h; 360,000 tested, 2% active;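 also: potency is read from the fitted curve at half-maximal effect; 0% = DMSO wells and -100% = cell-free medium wells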
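Assay cells: HT-1080 with IDH1 knockdown, 750 per well, RPMI/5% FBS. Exposure: 48 h at 37 °C following 2 h pre-incubation. Read: CellTiter-Glo luminescence; fitted concentration-response, curve class assigned.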
KB-V1 cytotox = qHTS assay for MDR1-selective chemotherapeutics: Primary screen using the drug-selected MDR subline cells KB-V1; KB-V1 MDR cells viability, CellTiter-Glo, 72 h; Potency, µM (top dose mostly 46.1 µM), for inactives: at the highest dose activity change, negative = cytotoxicity, hits mostly cytotoxic; 400,000 tested, 3.4% active; AID 1347076, 2019; also: potency is read from the fitted curve at half-maximal effect; % is scaled to controls: 0 for no effect and ±100 for the full control effect; nearly all actives have a fitted effect of over 60% in size
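Drug-selected KB-V1 cells, grown in DMEM lacking phenol red with 10% FBS, receive compound titrations; after three days at 37 degrees C, surviving cell ATP is quantified by CellTiter-Glo luminescence and responses normalized and curve-fitted.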
ATXN2 expr inh = Primary qHTS for Inhibitors of ATXN expression; HEK-293 ATXN2-luciferase reporter, luminescence, 24 h; Potency, µM (highest dose often 57 µM), without a hit: at the highest dose activity change, negative = inhibition, usual class: inhibitors; 360,000 tested, 0.72% active; AID 1745845, 2022; also: potency is read from the fitted curve at half-maximal effect; % is scaled to controls: 0 for no effect and ±100 for the full control effect; nearly all actives have a fitted effect of over 55% in size
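ATXN2-luciferase reporter cells (luciferase flanked by upstream and downstream ATXN2 gene portions) were treated 24 h at 37 °C with compounds at up to 57 uM. SteadyGlo luminescence gave expression; GF-AFC fluorescence gave viability.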
An asterisk follows results filed as active; i = inactive; ? = inconclusive; · = not tested or not shown; & = joins results of further samples; [ ] = another dose, or the depositor's remark. Unless noted, calls follow the shape of the dose curve; as a rule, active = well fitted curve in the direction sought with a large enough effect; inconclusive = small, poorly fitted or top-dose-only effect, or another doubt; inactive = no such curve, though single readings can be large; an effect the other way counts as inactive or inconclusive.

SMILES | HT1080NT lethal | S2 tox | IL1B secr inh | KB-3-1 cytotox | SW480 rerep | MCF10A rerep | HT1080 IDH1KD tx | KB-V1 cytotox | ATXN2 expr inh
COc1ccc(C(C#N)=Cc2ccc(NC(C)=O)cc2)cc1 | 10% | i | -7 | 8% | ? | 16µM* | 2% | 23% | 16%
Cc1ccc(Sc2ccc(N3CCC(C(=O)Nc4ccc(C)c(F)c4)CC3)nn2)cc1 | · | i | · | -3% | · | · | · | -1% | 12%
CC(=O)NC(CC(=O)NC1CCCc2ccccc21)c1ccccc1 (stereo unspecified) | 5% | i | -11 | -8% | -2% | -12% | 14% | 20% | 1%
Cc1ccc(S(=O)(=O)NN2C(=O)/C(=C/c3ccc(F)cc3)SC2=S)cc1 | 16% | i | 5 | 0% | -5%[9.22 µM] | ? | 18% | 24% | -2%
O=C(c1cnsn1)N1CCCC(Nc2ccc(F)c(F)c2)C1 (stereo unspecified) | -1% | i | -3 | 20% | 23% | 4% | -7% | 18% | -5%
Cc1cn(C)c(CC(=O)Nc2ccc(F)cc2Cl)c1C(=O)O | · | i | · | 2% | · | · | · | 8% | 14%
COc1ccc(CCNCC(=O)Nc2ccc(C)c(S(=O)(=O)N(C)C)c2)cc1 | -10% | i | -76* | 0% | 13% | 7% | -29% | ? | -32%
CCC(C(=O)NCc1ccc(C)cc1)c1ccccc1 (stereo unspecified) | 1% | i | 2 | 5% | 5% | -1% | 3% | 4% | ·
Cc1ccc(SCc2cc(=O)[nH]c(Nc3nc(C)c4ccc(C)cc4n3)n2)cc1 | 29% | i | 22 | 2% | -3% | 1% | 20% | 5% | -2%
Cc1ccc(C)c(CNS(=O)(=O)c2ccc3c(c2)C(C)(C)C(=O)N3C)c1 | 4% | i | 6 | 2%&7% | 1% | -1% | 8% | ? | 5%
C#Cc1cccc(C(=O)N(Cc2cccnc2)CC2CCCN(C3CCCCC3)C2)c1 (stereo unspecified) | -7% | i | -1 | -11% | · | · | -10% | -14% | ·
Cc1c(NC(=O)C2CCCO2)cccc1[N+](=O)[O-] (stereo unspecified) | 7% | i | 2 | -9% | -32%[inhibitor] | -14% | -10% | -11% | -4%
COc1cccc(-c2cc(C(=O)N3CCN(Cc4ccccc4)CC3)no2)c1 | 6% | i | 11 | 11% | -2% | 1% | 13% | -3% | 0%
CCCCCOC(=O)CSc1ncnc2c1sc1nc(N3CCOCC3)c3c(c12)CCCC3 | · | i | · | 18% | · | · | · | 11% | 12%
COC(=O)C1=C(C)N(c2ccccc2)/C(=C/c2ccco2)C1=O | 2% | i | 3 | 5% | -13% | -7% | 2% | -2% | -11%
C#CCOCCOCCOCCNc1nc(N2CCN(C(=O)[C@H](C(C)C)n3cc(CCO)nn3)CC2)nc(N2CCN(C(=O)[C@H](C)n3cc(CCCN=C(N)N)nn3)CC2)n1 | 13% | i | -1 | ? | -16%[9.22 µM] | 11% | 17% | ? | 9%
COc1ccccc1C(CNC(=O)c1cccc(S(=O)(=O)NCc2ccccc2)c1)N(C)C (stereo unspecified) | 0% | i | 0 | 8% | -66%[inhibitor] | -3% | 0% | 22% | -3%
O=C(NC1CC1)c1cc(=S)[nH]c2ccccc12 | 9% | ? | 13 | 3% | 0% | -2% | 10% | 5% | -4%
CC(=O)c1cccc(-c2ccnc3c2CC(C(=O)NC(C)C)O3)c1 (stereo unspecified) | 0% | i | 43 | 0% | · | · | 9% | 0% | 14%
[N-]=[N+]=CC(=O)C(O)(c1ccccc1)C(Cl)c1ccccc1 (stereo unspecified) | 7% | i | 8 | 3% | -8% | -1% | 10% | 10% | ·
O=C1Nc2ccccc2OCc2c1cccc2[N+](=O)[O-] | 10% | i | 66 | -4% | -5% | 4% | 4% | -12% | -2%
O=C(COC(=O)c1cccnc1Nc1cccc(C(F)(F)F)c1)NCc1ccc2c(c1)OCO2 | 19% | ? | 27 | -19% | 0% | ? | 19% | -3% | ?
CCN(CC)c1ccc(C(=O)Nc2ccc3nc(N(CC)CC)cc(C)c3c2)cc1 | · | ? | · | ? | · | · | · | ? | -2%
CC(OC(=O)c1ccc(Br)c(S(=O)(=O)N2CCOCC2)c1)C(=O)NC1CCCCC1C (stereo unspecified) | -13% | i | 1 | -5% | -5% | 8% | -14% | -3% | -4%
O=C(CNC(=O)/C(=C\c1ccccc1)NC(=O)c1ccc(Br)cc1)OCc1ccccc1 | -9% | i | 26 | 7% | -4% | ? | -11% | 1% | 1%

Next section, overlapping the part above by 2 compounds.
SMILES | HT1080NT lethal | S2 tox | IL1B secr inh | KB-3-1 cytotox | SW480 rerep | MCF10A rerep | HT1080 IDH1KD tx | KB-V1 cytotox | ATXN2 expr inh
CC(OC(=O)c1ccc(Br)c(S(=O)(=O)N2CCOCC2)c1)C(=O)NC1CCCCC1C (stereo unspecified) | -13% | i | 1 | -5% | -5% | 8% | -14% | -3% | -4%
O=C(CNC(=O)/C(=C\c1ccccc1)NC(=O)c1ccc(Br)cc1)OCc1ccccc1 | -9% | i | 26 | 7% | -4% | ? | -11% | 1% | 1%
O=C(NN1C(=O)c2ccc3c4c(ccc(c24)C1=O)CC3)c1ccc(Br)cc1 | -7% | i | -3 | -2% | 2% | 10% | -1% | -5% | -20%
CCC1(c2ccccc2)NC(=O)N(CC(=O)Nc2ccc(S(=O)(=O)NC3=NCCCCC3)cc2)C1=O (stereo unspecified) | 0% | i | 2 | 28% | -3% | -1% | 2% | 1% | 7%
COc1ccc(C2=CCCCCC2)c(OC)c1OC | 0% | i | -5 | 11% | -1% | ? | 0% | -3% | -6%
Cc1ccc(S(=O)(=O)N2CCC[C@H]2C(=O)OCc2nc3ccccc3s2)cc1 | 0% | i | 7 | -4% | -3% | 2% | 4% | 6% | 5%
Cc1ccnc(SC2CC(=O)N(c3ccccc3)C2=O)n1 (stereo unspecified) | 0% | i | -13 | 5% | · | · | -1% | 19% | ·
CC(N)c1csc(NC(=O)c2cc(C(C)(C)C)nn2Cc2ccccc2)n1 (stereo unspecified) | 18µM* | i | -55* | ? | · | · | ? | ? | ?
COc1ccc(OC)c(NC(=O)CN(C)CC(=O)Nc2ccccc2Br)c1 | -1% | i | 13 | 15% | -3% | -2% | 6% | ? | -13%
COc1ccccc1N1CCN(C(=S)NC(=O)c2ccc([N+](=O)[O-])cc2)CC1 | -13% | ? | -4 | -13% | · | · | -26% | ? | ·
CCCS(=O)(=O)NC(=O)C1(C)CCCN(C(=O)c2ccccc2)C1 (stereo unspecified) | ? | i | 6 | 0% | · | · | 8% | -1% | 14%
CNC(=O)CN1C(=O)c2ccccc2S1(=O)=O | 0% | i | 0 | 0% | -2% | -1% | -8% | -4% | 6%
CCOc1ccc(NC(=O)Cc2ccc(NC(=O)N3CCCCc4ccccc43)cc2)cc1 | · | i | · | 2% | · | · | · | -4% | 3%
COc1ccc(CCNc2oc(COc3ccccc3F)nc2C#N)cc1OC | -8% | i | 0 | -16% | -6% | -1%[9.22 µM] | ? | -10% | 4%
COc1ccc(N2CCN(C(=O)C3CCCN(S(=O)(=O)c4ccc5c(c4)oc(=O)n5C)C3)CC2)cc1 (stereo unspecified) | 13% | i | 32 | -26%&5% | -16% | 1% | -7% | 0%&12% | -10%&-2%
COc1ccc(CCC2CCNCC2)cc1 | 7% | i | -8 | 1% | -2% | 12% | 4% | 5% | ·
CN1c2ccc([N+](=O)[O-])cc2C(C)(C)C12C=Cc1cc(C(=O)O)ccc1O2 (stereo unspecified) | -14% | i | -3 | -1% | -15% | -12% | -20% | -4% | -19%
COc1ccc(C(=O)c2c(-c3ccc(OC)cc3)oc3ccc(-c4cc(OC)c(OC)c(OC)c4)cc23)cc1 | 8% | i | -11 | 0% | -4% | 7% | 4% | 20% | -12%
CCN(c1ccccc1)S(=O)(=O)c1ccc(C(=O)NNC(=O)c2ccccc2F)cc1 | -16% | i | 20 | ? | 22% | ? | -13% | -7% | ·

Reformatted tab-delimited: part of the list above.
compound	HT1080NT lethal	S2 tox	IL1B secr inh	KB-3-1 cytotox	SW480 rerep	MCF10A rerep	HT1080 IDH1KD tx	KB-V1 cytotox	ATXN2 expr inh
COC(=O)C1=C(C)N(c2ccccc2)/C(=C/c2ccco2)C1=O	2%	i	3	5%	-13%	-7%	2%	-2%	-11%
Cc1cn(C)c(CC(=O)Nc2ccc(F)cc2Cl)c1C(=O)O	·	i	·	2%	·	·	·	8%	14%
CC(=O)NC(CC(=O)NC1CCCc2ccccc21)c1ccccc1 (stereo unspecified)	5%	i	-11	-8%	-2%	-12%	14%	20%	1%
COc1ccc(N2CCN(C(=O)C3CCCN(S(=O)(=O)c4ccc5c(c4)oc(=O)n5C)C3)CC2)cc1 (stereo unspecified)	13%	i	32	-26%&5%	-16%	1%	-7%	0%&12%	-10%&-2%
COc1cccc(-c2cc(C(=O)N3CCN(Cc4ccccc4)CC3)no2)c1	6%	i	11	11%	-2%	1%	13%	-3%	0%
COc1ccc(CCNc2oc(COc3ccccc3F)nc2C#N)cc1OC	-8%	i	0	-16%	-6%	-1%[9.22 µM]	?	-10%	4%

Bioassay records as filed in PubChem BioAssay.
